RGS4 inhibitor: Inhibitors of Regulator of G Protein Signaling (RGS) 4: qHTS; Potency, µM (top dose mostly 114 µM), for inactives: at the top dose activity change, negative = inhibition, most hits filed as inhibitors; Transcreener GDP fluorescence polarization, RGS4-accelerated GTP hydrolysis; Regulator of G-protein signaling 4 (Homo sapiens), P49798; 390,000 compounds, 0.039% hits; also: potency is read from the fitted curve at half-maximal effect; % is scaled to controls: 0 for no effect and ±100 for the full control effect; nearly all actives have a fitted effect of over 75% in size; some results filed as inactive show a strong effect at the top dose
Target sequence (P49798 whole entry, looked up): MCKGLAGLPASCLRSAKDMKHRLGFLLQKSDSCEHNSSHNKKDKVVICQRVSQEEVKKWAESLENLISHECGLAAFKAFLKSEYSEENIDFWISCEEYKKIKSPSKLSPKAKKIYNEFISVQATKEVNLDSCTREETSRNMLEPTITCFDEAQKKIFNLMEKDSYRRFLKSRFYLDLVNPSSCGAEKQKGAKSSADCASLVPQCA
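MLSMR compounds (23 nl, pin-transferred) preincubated 10 min at room temperature with a 500nM (2x) first reagent, then RGS4 at 900nM (2x) plus Transcreener GDP mix added; fluorescence polarization (620/688 nm) read before and after 90 min at 30 °C.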
D2 antag: HTS Assay for Allosteric Antagonists of the Human D2 Dopamine Receptor: Primary Screen for Antagonists; D(2) dopamine receptor (Homo sapiens), P14416; HEK293 TREx D2 cells, calcium flux, dopamine EC80; inhibition, % at 10 µM; 340,000 compounds, 2% hits; AID 485344, 2010; in the data active = inhibition above about 30%; also: 0% is about no effect
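Tetracycline-induced HEK293 T-REx cells expressing D2 force-coupled to calcium signalling were dye-loaded, exposed to compound for 180 s, then challenged with an EC80 of dopamine; calcium flux was followed kinetically for a further 180 s.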
D2 agonist: HTS Assay for Allosteric Agonists of the Human D2 Dopamine Receptor: Primary Screen for Agonists; AID 485358, 2010; HEK293 T-REx D2 cells, calcium flux agonist mode; activation, % at 2 µM; 340,000 compounds, 0.53% hits;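 active = activation over 3 SD above normal in the single-dose calcium agonist read, cut at about 30% in these data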; also: 0% is about no effect
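HEK293 Trex D2 cells, tetracycline-induced, o/n 30 C 5% CO2; no-wash Ca dye, RT 30–90 min; 10-cycle baseline, 23 nl cpd added, kinetic Ca read 180 s; agonist hits = positive Ca response.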
12-LOX inh: Primary qHTS assay for inhibitors of human arachidonate 12S-lipoxygenase (ALOX12): Round 2; Polyunsaturated fatty acid lipoxygenase ALOX12 (Homo sapiens), P18054; AID 1671190, 2021; 580,000 compounds, 1.1% hits; purified 12hLO, xylenol orange hydroperoxide absorbance; Potency, µM (doses to about 108 µM), for the others: at the top dose activity change, negative = inhibition, usual class: inhibitors; also: potency is read from the fitted curve at half-maximal effect; % is scaled to controls: 0 for no effect and ±100 for the full control effect
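Purified human 12hLO (150 nM final) in 25 mM Hepes, 0.01% Triton X-100, pH 7.0 was preincubated 15 min at room temperature with compound. Then 40 uM arachidonic acid was added, 30 min. Hydroperoxide was read by Fe-XO absorbance ratio 573/405 nm.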
ERG Ets-DNA blk: qHTS for Small Molecule Inhibitors of the ERG Ets/DNA interaction; fluorescence polarization, His-ERG Ets domain / labelled DNA; Potency, µM (series often up to 76.9 µM), for inactives: at the top dose FP activity, negative = inhibition, usual class: inhibitors; 370,000 compounds, 0.028% hits; Transcriptional regulator ERG (Homo sapiens), P11308; active = well fitted inhibition curve with a large enough effect in the polarisation, with a control signal flat; inconclusive = small, poorly fitted or top-dose-only effect, or effect the other way, or a change in a side signal; inactive = no such curve, though single readings can be large or run the other way; the % refers to the polarisation;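 also: polarization taken with two DNA probes labelled with fluorescein and Texas red; potency is read from the fitted curve at half-maximal effect; % of control where 0% means no effect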
Target sequence (P11308 whole entry, looked up, the tested form may be a part): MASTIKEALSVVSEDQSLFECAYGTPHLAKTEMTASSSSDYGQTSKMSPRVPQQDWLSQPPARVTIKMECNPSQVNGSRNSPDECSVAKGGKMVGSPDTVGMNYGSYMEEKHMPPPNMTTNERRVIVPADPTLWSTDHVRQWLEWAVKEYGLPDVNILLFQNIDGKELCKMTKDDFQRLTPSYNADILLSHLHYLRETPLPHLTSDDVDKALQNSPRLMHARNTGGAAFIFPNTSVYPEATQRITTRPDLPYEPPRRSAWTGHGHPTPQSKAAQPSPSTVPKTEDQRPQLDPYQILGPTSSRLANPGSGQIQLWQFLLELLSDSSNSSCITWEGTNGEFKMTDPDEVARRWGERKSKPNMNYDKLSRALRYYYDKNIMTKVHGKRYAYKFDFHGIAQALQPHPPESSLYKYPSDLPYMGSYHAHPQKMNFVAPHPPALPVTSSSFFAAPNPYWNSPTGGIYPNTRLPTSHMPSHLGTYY
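His-tagged ERG Ets domain (1 uM in the protein solution; 300mM KCl, 50mM Tris-HCl, 1mM EDTA, 1mM DTT, pH 7.5) received compound, then a probe mix of 5 nM fluorescein-DNA and 100nM Texas-615-DNA. Fluorescence polarization was read for both dyes.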
Vif-APOBEC3G blk: qHTS for Inhibitors of Vif-A3G Interactions: qHTS | DNA dC->dU-editing enzyme APOBEC-3G (Homo sapiens), Q9HC16 | HeLa A3G-eYFP + Vif (tagged APOBEC3G with the HIV-1 protein that degrades it), YFP fluorescence, overnight | Potency, µM (titrated, usually from 46.1 µM), without a hit: at the top dose activity, negative = active, hits mostly inhibitors | 410,000 compounds, 0.076% hits | AID 602310, 2012;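 also: potency is read from the fitted curve at half-maximal effect; % is scaled to controls: 0 for no effect and ±100 for the full control effect; nearly all actives have a fitted effect of over 60% in size; hits raise eYFP signal because A3G escapes Vif-driven loss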
Target sequence (Q9HC16 whole entry, looked up): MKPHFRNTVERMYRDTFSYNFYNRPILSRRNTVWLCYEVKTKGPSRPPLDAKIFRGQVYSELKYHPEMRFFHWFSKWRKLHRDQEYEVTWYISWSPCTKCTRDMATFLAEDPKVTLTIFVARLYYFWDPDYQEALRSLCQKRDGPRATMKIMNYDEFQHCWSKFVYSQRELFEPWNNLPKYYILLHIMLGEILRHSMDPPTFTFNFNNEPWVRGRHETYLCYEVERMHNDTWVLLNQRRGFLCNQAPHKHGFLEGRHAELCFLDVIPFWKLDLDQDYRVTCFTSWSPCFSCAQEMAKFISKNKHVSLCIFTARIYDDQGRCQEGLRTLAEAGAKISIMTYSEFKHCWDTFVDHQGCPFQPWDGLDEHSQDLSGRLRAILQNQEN
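Read-out is eYFP fluorescence (Ex 488/Em 500-530) from Vif-expressing HeLa A3G-eYFP cells; more signal means A3G escaped Vif-mediated degradation. Cells plated overnight, compound pinned in, incubated overnight at 37 deg C.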
LDHA inh: qHTS assay for inhibitors of human lactate dehydrogenase | activity change, % (values are at about 110 or 230 µM) | AID 1347041, 2019 | 480,000 compounds, 0.15% hits | purified LDHA, NADH/diaphorase-resazurin fluorescence; active compounds read low | L-lactate dehydrogenase A chain (Homo sapiens), P00338; in the data active = activity change below about -30%; inconclusive = mostly about -25% to -30%;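 also: plate controls were DMSO wells for no effect and wells without enzyme for full effect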
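Human LDH5 (2 nM) was incubated with 0.06 mM NADH and 0.2 mM pyruvate for 5 min at room temperature in Tris pH 7.4. Remaining NADH was coupled through diaphorase/resazurin, and resorufin fluorescence was read at 0 and 20 min.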
Vif-A3F inh: qHTS for Inhibitors of Vif-A3F Interactions: qHTS | AID 602313, 2012 | HeLa A3F-eYFP + Vif (tagged APOBEC3F with the HIV-1 protein that degrades it), YFP fluorescence increase | Potency, µM (titrated, usually from 46.1 µM), for the others: top-dose activity, negative = active | 390,000 compounds, 0.2% hits; also: potency is read from the fitted curve at half-maximal effect; % of control where 0% means no effect; nearly all actives have a fitted effect of over 65% in size
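HeLa cells stably expressing A3F-eYFP plus Vif, plated and incubated overnight at 37 deg C, then exposed to compounds overnight at 37 deg C. Blocked degradation read as raised yellow fluorescence (Ex 488/Em 500-530).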
Glioma ERSR ind: qHTS for Inducers of the Endoplasmic Reticulum Stress Response (ERSR) in Human Glioma: qHTS. 420,000 compounds, 0.02% hits. Potency, µM, for inactives: at the highest dose activation, usual class: activators. U87-MG GRP78 promoter luciferase reporter, 16 h; also: potency is read from the fitted curve at half-maximal effect; series mostly up to about 76 µM; % of control where 0% means no effect; nearly all actives have a fitted effect of over 35% in size
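ERSR induction read as luciferase luminescence (Bright-Glo, 10 min at room temperature) in stably transfected human U87-MG glioma cells exposed to compounds for 16 h, using GRP78 as sensor.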
Starred values were filed as active, the others as inactive; & = joins results of further samples; [ ] = dose if it differs, or a comment. Unless noted, calls follow the shape of the dose curve; as a rule, active = well fitted curve in the direction sought with a large enough effect; inconclusive = small, poorly fitted or top-dose-only effect, or another doubt; inactive = no such curve, though single readings can be large; an effect the other way counts as inactive or inconclusive. These rows are one share of the data; rates above refer to the full screens.

What do the screens show for `O=C(NC1CCCC1)C1CCN(C(=O)c2ccc(Cl)cc2)CC1`?
RGS4 inhibitor: -10%; D2 antag: 12; D2 agonist: -3.1; 12-LOX inh: 0%; ERG Ets-DNA blk: -4%; Vif-APOBEC3G blk: 2%; LDHA inh: 2; Vif-A3F inh: 5%; Glioma ERSR ind: 1%

What do the screens show for `CC(OC(=O)CCc1nc2ccccc2c(=O)[nH]1)C(=O)Nc1cccc(C(F)(F)F)c1` (stereo not given)?
RGS4 inhibitor: 0%; 12-LOX inh: -19%; ERG Ets-DNA blk: -9%; Vif-APOBEC3G blk: 1%; LDHA inh: -11; Vif-A3F inh: 0%; Glioma ERSR ind: -2%

How did CCOc1ccc(OCCOC(=O)CNC(=O)c2ccc(Cl)cc2Cl)cc1 do in these assays?
RGS4 inhibitor: -21%; D2 antag: 30; D2 agonist: -0.2; 12-LOX inh: -20%; ERG Ets-DNA blk: 1%; Vif-APOBEC3G blk: 0%; LDHA inh: -5; Vif-A3F inh: 0%; Glioma ERSR ind: 4%

How did COC(=O)c1c(C)[nH]c(C)c1C(C)=O do in these assays?
RGS4 inhibitor: -17%; D2 antag: -42; D2 agonist: -0.6; 12-LOX inh: 0%; ERG Ets-DNA blk: 0%; Vif-APOBEC3G blk: -3%; LDHA inh: 4; Vif-A3F inh: -10%; Glioma ERSR ind: 0%

Results for CCC(=O)N1c2ccc(S(=O)(=O)NCCc3ccccc3)cc2CC1C (stereo not given) ?
RGS4 inhibitor: 5%&-7%; D2 antag: -17; D2 agonist: -0.3&0.4; 12-LOX inh: -25%&-5%; ERG Ets-DNA blk: 13%&-1%; Vif-APOBEC3G blk: -5%&0%; LDHA inh: -14&-4; Vif-A3F inh: 2%&0%; Glioma ERSR ind: 2%&-1%

How did CCn1c(SCC(=O)Nc2ccc(N(C)C)cc2)nnc1C1CC1 do in these assays?
RGS4 inhibitor: -17%; D2 antag: -6; D2 agonist: -0.9; 12-LOX inh: 18%; ERG Ets-DNA blk: -2%; Vif-APOBEC3G blk: 1%; LDHA inh: -1; Vif-A3F inh: 5%; Glioma ERSR ind: -7%

How did CCCc1c(C(=O)N/N=C/C=C/c2ccccc2)nnn1-c1nonc1N do in these assays?
12-LOX inh: -4%; Vif-APOBEC3G blk: 0%; LDHA inh: -9; Vif-A3F inh: -5%; Glioma ERSR ind: -3%

What do the screens show for `COc1ccc(NC(=O)Cc2ccc(Cl)cc2)cc1S(=O)(=O)N1CCCCC1`?
RGS4 inhibitor: 7%; D2 antag: -13; D2 agonist: 0.2; 12-LOX inh: 163%[activator]; ERG Ets-DNA blk: -3%; Vif-APOBEC3G blk: 3%; LDHA inh: -3; Vif-A3F inh: -1%; Glioma ERSR ind: -3%

What do the screens show for `O=C(COc1ccccc1Br)N1CCN(C(=O)c2ccco2)CC1`?
RGS4 inhibitor: 18%; D2 antag: -13; D2 agonist: 1.2; 12-LOX inh: -4%; ERG Ets-DNA blk: -7%; Vif-APOBEC3G blk: -2%; LDHA inh: -3; Vif-A3F inh: 1%; Glioma ERSR ind: -1%

Results for O=C(CSc1ccc(-c2ccc(Cl)cc2)nn1)NC1CCCC1 ?
RGS4 inhibitor: -4%; D2 antag: -7; D2 agonist: -2.7; 12-LOX inh: 9%; ERG Ets-DNA blk: -11%; Vif-APOBEC3G blk: 2%; LDHA inh: -3; Vif-A3F inh: -5%; Glioma ERSR ind: -4%

Results for COCCCNc1ncnc2c1c(-c1ccccc1)cn2-c1ccc(C)c(Cl)c1 ?
RGS4 inhibitor: -6%; D2 agonist: -0.1; 12-LOX inh: 0%; ERG Ets-DNA blk: -3%; Vif-APOBEC3G blk: -7%; LDHA inh: -4; Vif-A3F inh: 2%; Glioma ERSR ind: -3%

Results for C=CCOc1c(CNc2ncn[nH]2)cccc1OC ?
RGS4 inhibitor: 36%; D2 antag: -2; D2 agonist: -0.7; 12-LOX inh: 0%; ERG Ets-DNA blk: -2%; Vif-APOBEC3G blk: -4%; LDHA inh: -1; Vif-A3F inh: 0%; Glioma ERSR ind: -7%

What do the screens show for `C=CCN(Cc1ccc(Cl)s1)C(=O)c1cc(S(=O)(=O)N2CCOCC2)ccc1F`?
RGS4 inhibitor: -13%; D2 antag: 12; D2 agonist: -0.3; 12-LOX inh: 0%; ERG Ets-DNA blk: -9%; Vif-APOBEC3G blk: 5%; LDHA inh: 2; Vif-A3F inh: 3%; Glioma ERSR ind: -1%

What do the screens show for `CCOC(=O)c1cccc(NC(=O)c2cc3cc4ccc(C)cc4nc3s2)c1`?
RGS4 inhibitor: -10%; 12-LOX inh: -16%; ERG Ets-DNA blk: 0%; Vif-APOBEC3G blk: 0%; LDHA inh: -11; Vif-A3F inh: -5%; Glioma ERSR ind: -1%

What do the screens show for `CCC(C)(C)N1CC(=O)N(Cc2ccccc2)C(c2ccc(OC)cc2)C1=O` (stereo not given)?
RGS4 inhibitor: 1%; D2 antag: -1; D2 agonist: -0.6; 12-LOX inh: 0%; ERG Ets-DNA blk: 7%; Vif-APOBEC3G blk: -5%; LDHA inh: -6; Vif-A3F inh: -4%; Glioma ERSR ind: -5%

Results for COC(=O)c1c(-c2cccc3ccccc23)csc1NC(=O)Cc1ccc(OC)c(OC)c1 ?
RGS4 inhibitor: 13%; D2 antag: 27; D2 agonist: -0.6; 12-LOX inh: 0%; ERG Ets-DNA blk: 0%; Vif-APOBEC3G blk: inconclusive; LDHA inh: -5; Vif-A3F inh: 11%; Glioma ERSR ind: -8%

What do the screens show for `CCN(CCCNC(=O)C1CCN(S(=O)(=O)c2c(C)[nH]c(=O)[nH]c2=O)CC1)c1cccc(C)c1`?
RGS4 inhibitor: 23%; D2 antag: 10; D2 agonist: 0.1; ERG Ets-DNA blk: -1%; Vif-APOBEC3G blk: -2%; LDHA inh: 12; Vif-A3F inh: 0%; Glioma ERSR ind: -9%

Results for CC1=C(C(=O)N2CCOCC2)CC(CC(=O)NCCCN(C)C)C(=O)N1CCC1=CCCCC1 (stereo not given) ?
12-LOX inh: 6%; Vif-APOBEC3G blk: 0%; LDHA inh: 0; Vif-A3F inh: -11%; Glioma ERSR ind: -3%

What do the screens show for `CCCCC(=O)N(C)c1c(CC)nc2c(OCc3ccc(C#N)cc3)cccn12`?
12-LOX inh: 11%; Vif-APOBEC3G blk: -6%; LDHA inh: 2; Glioma ERSR ind: -3%

How did O=C(c1cccc(C(=O)N(c2ccccn2)C2CCCCC2)c1)N(c1ccccn1)C1CCCCC1 do in these assays?
RGS4 inhibitor: 16%; D2 antag: 62*; D2 agonist: 70*; 12-LOX inh: -1%; ERG Ets-DNA blk: inconclusive; Vif-APOBEC3G blk: 11%; LDHA inh: 3; Vif-A3F inh: 5%; Glioma ERSR ind: 0%

How did CCC(C)(C)n1nnnc1CN(Cc1cc2cc(OC)c(OC)cc2[nH]c1=O)C1CCCC1 do in these assays?
RGS4 inhibitor: -28%; D2 antag: -2; D2 agonist: 0.0; 12-LOX inh: 0%; ERG Ets-DNA blk: 1%; Vif-APOBEC3G blk: 2%; LDHA inh: -4; Vif-A3F inh: -1%; Glioma ERSR ind: 2%

How did Cn1c(CSCc2ccc(F)cc2)nnc1SCC(=O)Nc1nccs1 do in these assays?
RGS4 inhibitor: 17%; D2 antag: -3; D2 agonist: 0.8; 12-LOX inh: 0%; ERG Ets-DNA blk: -2%; Vif-APOBEC3G blk: 0%; LDHA inh: -8; Vif-A3F inh: -16%; Glioma ERSR ind: -2%

Results for COC(=O)c1ccc(NC(=O)c2c(Br)cnn2C)cc1 ?
RGS4 inhibitor: inconclusive; D2 antag: -13; D2 agonist: -1.7; 12-LOX inh: inconclusive; ERG Ets-DNA blk: -11%; Vif-APOBEC3G blk: 5%; LDHA inh: 0; Vif-A3F inh: 14%; Glioma ERSR ind: 3%

Results for O=C(NC(=S)NCCc1ccccc1)c1ccccc1 ?
RGS4 inhibitor: inconclusive; D2 antag: -6; D2 agonist: -0.6; 12-LOX inh: inconclusive; ERG Ets-DNA blk: 8%; Vif-APOBEC3G blk: 0%; LDHA inh: 5; Vif-A3F inh: -6%; Glioma ERSR ind: 3%

Source: PubChem BioAssay (National Center for Advancing Translational Sciences (NCATS))
